Assay outcomes as filed in PubChem BioAssay.
BoNT-A LC inh2 = blocks Botulinum neurotoxin A light chain protease | multiplex microsphere protease substrate cleavage, flow cytometry | hit rate 0.17% among 360,000 | inhibition, % at 10 µM; note: plate controls were buffer without enzyme for full effect and enzyme alone for no effect
FadD28 binding = M. tuberculosis FadD28 bisubstrate binding inhibition; AID 588549; hit rate 0.22% among 360,000; FadD28 bisubstrate probe binding, fluorescence polarization; inhibition, % at 12.5 µM; in the data active = inhibition above about 8.5%, passing the limit was not always enough; inconclusive = no clear call, values can overlap the other calls
CCHFV vOTU inh = blocks the CCHF virus ovarian tumor domain protease; CCHFV vOTU protease, Pep-AMC fluorescence; inhibition, % at 11.5 µM; hit rate 0.55% among 370,000; in the data active = inhibition above about 30%; note: 0% = vehicle wells with enzyme and 100% = no enzyme wells
Anthrax LF inh2 = blocks Bacillus anthracis lethal factor protease | AID 588501 | P15917 | hit rate 0.12% among 360,000 | inhibition, % at 10 µM | multiplex microsphere protease cleavage assay, LF; note: plate controls were buffer without enzyme for full effect and enzyme alone for no effect
Target sequence (P15917 whole entry, looked up): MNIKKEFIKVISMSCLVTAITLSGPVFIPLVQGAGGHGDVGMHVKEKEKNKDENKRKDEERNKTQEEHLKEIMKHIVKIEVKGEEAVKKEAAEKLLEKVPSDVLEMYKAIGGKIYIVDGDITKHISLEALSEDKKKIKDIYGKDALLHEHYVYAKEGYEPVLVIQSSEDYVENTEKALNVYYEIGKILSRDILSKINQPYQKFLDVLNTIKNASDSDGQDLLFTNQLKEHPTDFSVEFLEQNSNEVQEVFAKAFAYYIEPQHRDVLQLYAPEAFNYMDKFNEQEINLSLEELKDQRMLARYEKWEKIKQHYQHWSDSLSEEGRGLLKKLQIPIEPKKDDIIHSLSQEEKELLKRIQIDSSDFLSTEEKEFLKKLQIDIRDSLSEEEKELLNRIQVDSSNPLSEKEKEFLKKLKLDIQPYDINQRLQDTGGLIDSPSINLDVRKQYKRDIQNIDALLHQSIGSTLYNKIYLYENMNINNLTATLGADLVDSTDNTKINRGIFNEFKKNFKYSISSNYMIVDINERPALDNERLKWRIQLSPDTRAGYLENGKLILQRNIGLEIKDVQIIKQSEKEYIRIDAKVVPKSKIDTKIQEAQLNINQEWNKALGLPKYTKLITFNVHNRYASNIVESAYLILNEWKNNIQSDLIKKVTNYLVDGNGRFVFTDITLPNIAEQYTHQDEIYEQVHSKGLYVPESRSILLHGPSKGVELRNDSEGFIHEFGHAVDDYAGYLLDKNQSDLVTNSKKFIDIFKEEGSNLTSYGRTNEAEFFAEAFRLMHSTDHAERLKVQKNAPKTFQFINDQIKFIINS
PrPC TRFRET = inhibitors of human cell surface prion protein PrPC. P04156. TR-FRET read-out. inhibition, % at 13.8 µM. hit rate 0.43% among 370,000. AID 720596; in the data active = inhibition above about 24%; note: 0% = median of the test wells and 100% = reference compound wells
BoNT-F LC inh = blocks Botulinum neurotoxin F light chain protease | Multiplex microsphere protease cleavage assay, flow cytometry | inhibition, % at 10 µM | hit rate 0.22% among 360,000; in the data active = inhibition above about 35%, passing the limit was not always enough; inconclusive = no clear call, values can overlap the other calls; note: plate controls were buffer without enzyme for full effect and enzyme alone for no effect
Yp Topo-I inh = Y. pestis Topo-I inhibition via cleavage products; Y. pestis Topo-I cleavage product accumulation, plate reader; activity, % at 10 µM; hit rate 0.064% among 360,000; in the data active = activity above about 50%, passing the limit was not always enough; inconclusive = no clear call, values can overlap the other calls; note: inactives centre near 2
PfHsp40 yeast = rescue of PfHsp40-mediated yeast toxicity; hit rate 0.68% among 340,000; S. cerevisiae expressing PfHsp40, growth rescue, ATP luminescence; growth rescue, % at 12.5 µM; in the data active = growth rescue above about 28%, passing the limit was not always enough; inconclusive = no clear call, values can overlap the other calls;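 note: yeast W303a lacking pdr1 and pdr3 grown in galactose medium; growth measured after three days at 30 °C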
TcdB inh = TcdB glycohydrolase inhibition; AID 652162; inhibition, % at 9.99 µM; P18177; hit rate 0.24% among 350,000; TcdB glycohydrolase enzymatic assay, plate reader; in the data active = inhibition above about 10%
Active calls of the source: *; u = inconclusive; x = not tested or not shown; & = joins results of further samples. Cut-off read from the data, not from the text of the source, unless noted: active = inhibition above about 30%; inconclusive = no clear call, values can overlap the other calls; inactive = below that.

Molecule	BoNT-A LC inh2	FadD28 binding	CCHFV vOTU inh	Anthrax LF inh2	PrPC TRFRET	BoNT-F LC inh	Yp Topo-I inh	PfHsp40 yeast	TcdB inh
Cc1ccc(-c2nn3c(=O)c(C)nnc3s2)cc1	-1.1	-2.3	-8	-5	-5	-15	-5	1.0	x
CN1/C(=C/c2cccc[n+]2CCO)Sc2ccccc21	-2.8	-0.4	10	3	-12	-24	-6	-1.2	0.8
COc1ccc(OC)c(C(C)NC(=O)Nc2ccccc2)c1 (stereo not given)	-0.5	-3.2	0	-2	0	-3	-6	0.6	0.8
CCOC(=O)c1c[nH]c2c(C(=O)c3ccccc3)cc(Cl)cc2c1=O	1.2	-0.6	11	6	1	3	-6	0.2	0.6
COc1ccccc1-c1nnc(NC(=O)C2=COCCO2)o1	-0.2	-2.5	15	-2	-1	7	9	-0.4	x
O=C(CNC(=O)c1ccc(Cl)cc1)OCN1C(=O)c2ccccc2C1=O	-0.6	0.9	13	-15	6	-8	1	-0.5	-5.7
CC(C)c1cc(CNC(=O)c2cc(COc3cncc(Cl)c3)on2)on1	0.1	-3.1	13	0	2	4	14	-1.5	2.0
Cc1nc2c(Cl)cccc2c2c1CC(CBr)O2 (stereo not given)	-3.5	-2.1	-4	7	11	0	2	-1.2	1.3
CCCC(=O)Nc1ccc(-c2nc3cc(C)ccc3o2)cc1	0.1	-3.1	-4	-3	4	-12	8	2.5	x
O=C(COC(=O)c1cnccn1)Nc1ncc(Cl)cc1Cl	-1.6	1.0	-1	5	-1	u	0	-1.2	-0.7
COc1cccc(N2CCN(C(=O)c3ccc4nc[nH]c4c3)CC2)c1	-1.1	-0.8	-18	-3	7	-6	1	-0.9	0.7
CCN(CC)C(=O)C1CCCN(c2ccc([N+](=O)[O-])cc2/C=N/NC(=O)c2ccc([N+](=O)[O-])cc2)C1 (stereo not given)	0.6	-0.3	-7	-8	2	-4	8	0.8	x
CC[C@@H]1CCCCc2ccccc2[C@@H](C(=O)C[C@@H](O)CC(C)=O)OC1=O	-0.4	-2.3	6	-4	0	-5	3	0.1	0.3
CC(Nc1ccccc1CO)C(=O)Nc1cccc(Cl)c1Cl (stereo not given)	0.1	-0.8	-21	-8	0	-3	2	-0.2	0.6
CN(C)c1ccc(-c2csc(C(O)c3cccc(Cl)c3)n2)cc1 (stereo not given)	-0.1	-2.6	9	-4	7	-1	-4	x	2.7
O=S(=O)(c1ccc(Oc2ccc(Br)cc2F)nc1)N1CCCCC1	1.0	-0.7	4	5	-2	-6	-9	1.1	x
Cc1ccc(C(=O)O/N=C/c2c(N3CCOCC3)n(C)c3ccccc23)cc1	-1.1	1.1	1	-10	9	-25	7	-1.0	x
Cc1ccc(-c2nnc(SCC(N)=O)n2C)cc1	-0.8	0.8	-11	4	8	-1	1	-1.6	1.6
CCN(CC(=O)Nc1ccc2c(c1)OCCO2)C(=O)COc1ccc(C)cc1	1.0	-2.6	1	-2	-2	6	1	-0.9	-0.9
COc1ccc(NC(=O)C2(C)Cc3c(-c4ccc(NC(C)=O)cc4)ccnc3O2)cn1 (stereo not given)	-0.5	-0.8	8	1	-2	-8	-1	x	1.2
c1coc(CN2CCN(C(c3cccs3)c3nnnn3C3CCCC3)CC2)c1 (stereo not given)	-0.1	-2.3	12	1	1	-1	17	-0.8	x
O=C(Nc1cccc(Cl)c1)c1ccc2sc([C@H]3C[C@H](O)[C@@H](CO)O3)nc2c1	0.0	-7.3	2	11	6	-2	-3	x	2.0
Cc1cc(C)c(NC(=O)Cn2cnc3c(oc4ccccc43)c2=O)c(C)c1	0.5	-1.2	2	-5	3	4	-5	-0.7	-0.4
O=C(NCCNC(=O)c1ccc([N+](=O)[O-])cc1)c1ccncc1	0.2	-2.7	-4	1	-24	-1	-6	0.9	-0.2
CCCCc1cc(=O)oc2cc(C)cc(OCC(=O)N3CCC(C(=O)O)CC3)c12	-1.0	-0.6	-44	2	-2	-18	2	0.3	1.4
CC1CN(CCCCOc2ccc(Cl)c3ccccc23)CC(C)O1 (stereo not given)	0.8	-7.7	-11	3	3	u	38	13	0.6
CCOC(=O)c1c(NC(=O)COC(=O)c2ccccn2)sc(C(=O)N(C)C)c1C	-3.9	-2.5	5	0	4	1	-2	0.8	1.6
OCCN1CCN(CC#CCn2c3ccccc3c3ccccc32)CC1	-0.3	-2.0	-4	0	4	1	-2	0.7	x
CCCOc1ccc(NC(=O)Cc2ccc(S(=O)(=O)N3CCOCC3)s2)cc1OCCC	x	-2.8	6	x	6	x	5	0.3	0.7
COc1ccc(-c2csc(NC(=O)c3ccccc3NS(=O)(=O)c3ccc(F)c(F)c3)n2)cc1	0.2	4.4	37*	-2	32*	4	-12	9.0	0.6

The final 3 entries of the section before are carried over, then new ones follow.
Molecule	BoNT-A LC inh2	FadD28 binding	CCHFV vOTU inh	Anthrax LF inh2	PrPC TRFRET	BoNT-F LC inh	Yp Topo-I inh	PfHsp40 yeast	TcdB inh
OCCN1CCN(CC#CCn2c3ccccc3c3ccccc32)CC1	-0.3	-2.0	-4	0	4	1	-2	0.7	x
CCCOc1ccc(NC(=O)Cc2ccc(S(=O)(=O)N3CCOCC3)s2)cc1OCCC	x	-2.8	6	x	6	x	5	0.3	0.7
COc1ccc(-c2csc(NC(=O)c3ccccc3NS(=O)(=O)c3ccc(F)c(F)c3)n2)cc1	0.2	4.4	37*	-2	32*	4	-12	9.0	0.6
Cc1n[nH]c(=S)n1/N=C/c1c(O)ccc2ccccc12	0.7	-0.9	-2	2	2	u	2	0.4	1.6
Cc1ccc(NC(=O)NC2CCCCC2)c(C)c1	-0.3	-4.4	-1	-1	5	0	-1	-0.8	-2.5
CCN1C(=O)[C@H]2[C@@H](c3ccc(-c4cccc(Cl)c4)c(OC)c3)N[C@@](CC(C)C)(C(=O)OC)[C@H]2C1=O	0.2	-2.5	13	-2	0	-1	11	2.7	0.4&0.8
COc1ccnc(Oc2ccc3ccccc3c2)c1C#N	-0.7	-4.8	-1	1	7	-4	3	0.0	1.9
CC1CCN(C(=O)COc2ccc3ccccc3c2Br)CC1	1.1	-0.3	21	0	-3	-8	-1	15	-9.3
O=C1NC(=O)c2cc(NC(=O)C3CCCO3)ccc21 (stereo not given)	u	-0.6	-26	-4	-3	-1	7	-0.7	x
Cc1ccc(Nc2cc(C)c3c(O)cccc3n2)cc1C	0.6	-5.9	29	-2	8	-6	-19	0.2	3.2
O=C(O)CN1C(=O)/C(=C\c2ccccc2OCc2ccccc2)SC1=S	0.1	-8.5	26	-6	-5	-7	27	x	-6.3
O=C1NC[C@H](Cc2ccccc2)N(CCc2cccc(F)c2)C1=O	-0.4	-3.2	-6	-1	4	-4	6	-0.5	1.5
CCOc1ccc(CCNC(=O)C(CCC(N)=O)NC(=O)OCc2ccccc2)cc1OCC (stereo not given)	0.3	0.6	7	4	4	-1	-1	1.2	0.5
CC(C)[C@H](NC(=O)c1ccccc1F)C(=O)OCC(=O)NC(=O)NC1CCCCC1	3.1	-3.4	8	1	-1	7	26	-0.8	1.1
COc1ccc(CN2CCCC(C(=O)N3CCCC3)C2)c(OC)c1 (stereo not given)	-0.3	x	15	-2	0	2	3	u	0.6
O=C(Nc1ccc2c(c1)OCCO2)C(c1cc2ccccc2o1)N1CCN(c2ccc(C(F)(F)F)cn2)CC1 (stereo not given)	-0.1	-2.4	19	-7	2	-3	x	x	0.4
O=C(Nc1ccc([N+](=O)[O-])cn1)c1ccc2c(c1)OCO2	-0.3	-4.0	-9	-6	-1	0	3	-1.2	0.2
CC(NC(=O)COC(=O)/C=C/c1ccc2c(c1)OCO2)c1ccccc1 (stereo not given)	-0.7	-2.5	-1	-5	2	-10	4	-0.8	1.5
CC(=O)Nc1ccc(NS(=O)(=O)c2cccc3ccccc23)cc1	1.2	-3.5	1	-1	-2	6	-2	-2.4	x
COc1ccc(C2=NN(c3ccccc3)C(=O)/C2=C\c2ccc(O)c(OC)c2)cc1	0.1	1.5	2	-2	4	-3	-18	-1.0	0.5
COc1ccc(NC(=O)CCCC(=O)c2ccccc2)c(OC)c1	-0.4	0.2	-3	-10	2	-20	1	8.8	2.0
Cc1ccc(N2CC(C(=O)Nc3c4c(nn3C(C)(C)C)CS(=O)(=O)C4)CC2=O)cc1 (stereo not given)	-0.9	-1.3	0	2	6	-1	5	-1.0	-0.7
CC(c1ccc(C(C)(C)C)cc1)S(=O)CC(O)CO (stereo not given)	-1.4	-2.1	3	1	1	-5	5	-2.3	x
COc1ccc(C(NC(C)=O)c2c(O)ccc3ccccc23)cc1OC (stereo not given)	-1.5	-0.1	-21	-2	-5	-5	5	1.5	x
CNC(=O)COC(=O)c1[nH]c(C)c(C(C)=O)c1C	u	0.7	-10	-2	6	-1	0	0.8	x
C[C@H](CO)N1C[C@H](C)[C@@H](CN(C)S(=O)(=O)c2ccc(F)cc2)Oc2c(NC(=O)Nc3ccccc3)cccc2C1=O	-0.5	-4.1	-9	-8	1	-4	21	-1.8	1.4&1.6
Cc1ccc(C2=NS(=O)(=O)N(C)C(C(=O)NCc3ccccn3)=C2)cc1	-0.6	-3.8	16	-5	-17	-5	1	1.0	5.7
CCOc1cc(N2CCOCC2)c(OCC)cc1NC(=O)COC(=O)c1cc2ccccc2cc1O	-0.3	-0.7	-10	0	3	-2	-1	-1.1	x
Cc1cc(/C=N/NC(=O)c2cccc([N+](=O)[O-])c2)c(C)n1-c1ccccc1	-0.7	-2.6	-1	-2	-7	-8	-2	1.2	-0.1
Cc1nn2c(SCC(=O)c3cccs3)cc(C(C)(C)C)nc2c1-c1ccccc1	0.3	-2.4	-6	-2	-6	-2	2	-0.9	1.0
O=[N+]([O-])c1cccc2c1ccc1ncccc12	-2.5	-0.5	-7	-8	-22	8	-11	1.5	-2.1
CC(=O)Nc1ccc(S(=O)(=O)NNC(=S)NCC2CCCO2)cc1 (stereo not given)	-1.8	-0.4	-3	0	4	2	0	0.1	-1.2
CCC(C)NCC(=O)Nc1sc2c(c1C(N)=O)CCC2 (stereo not given)	1.8	-1.4	9	1	1	13	9	0.3	x
COc1ccc(CCNC(=O)C2CC(=O)N(c3ccc(C(C)(C)C)cc3)C2)cc1OC (stereo not given)	0.7	-2.1	-6	2	-2	8	1	-0.1	0.9

Filtered by structure: those above containing a COOH group.
Molecule	BoNT-A LC inh2	FadD28 binding	CCHFV vOTU inh	Anthrax LF inh2	PrPC TRFRET	BoNT-F LC inh	Yp Topo-I inh	PfHsp40 yeast	TcdB inh
CCCCc1cc(=O)oc2cc(C)cc(OCC(=O)N3CCC(C(=O)O)CC3)c12	-1.0	-0.6	-44	2	-2	-18	2	0.3	1.4
O=C(O)CN1C(=O)/C(=C\c2ccccc2OCc2ccccc2)SC1=S	0.1	-8.5	26	-6	-5	-7	27	x	-6.3

Single records, from the list above.
Entry for `CC(NC(=O)COC(=O)/C=C/c1ccc2c(c1)OCO2)c1ccccc1` (stereo not given) = BoNT-A LC inh2: -0.7; FadD28 binding: -2.5; CCHFV vOTU inh: -1; Anthrax LF inh2: -5; PrPC TRFRET: 2; BoNT-F LC inh: -10; Yp Topo-I inh: 4; PfHsp40 yeast: -0.8; TcdB inh: 1.5
Entry for `CC(=O)Nc1ccc(NS(=O)(=O)c2cccc3ccccc23)cc1` = BoNT-A LC inh2: 1.2; FadD28 binding: -3.5; CCHFV vOTU inh: 1; Anthrax LF inh2: -1; PrPC TRFRET: -2; BoNT-F LC inh: 6; Yp Topo-I inh: -2; PfHsp40 yeast: -2.4; TcdB inh: x
